Source: PubChem BioAssay (National Center for Advancing Translational Sciences (NCATS))
POLH inh = blocks human DNA polymerase eta activity; Potency, µM (titrated, usually from 114 µM), without a hit: at the highest dose activity change, negative = inhibition, most hits filed as inhibitors; Q9Y253; 390,000 tested, 1.2% active; recombinant Pol eta, fluorescent DNA replication assay; AID 588591; also: potency is read from the fitted curve at half-maximal effect; % is scaled to controls: 0 for no effect and ±100 for the full control effect
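Pol eta (10 nM) was preincubated with compounds for 15 min at room temperature, after which fluorescent replication substrate (50 nM final) was added to start the reaction. Fluorescence was read kinetically at 0 and 10 min.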
GRP78 ERSR act = induces the endoplasmic reticulum stress response in human glioma cells | Potency, µM, inactives show at the top dose activation, usual class: activators | 420,000 tested, 0.02% active | U87-MG GRP78 promoter luciferase reporter, 16 h; also: potency is read from the fitted curve at half-maximal effect; series mostly up to about 76 µM; % of control where 0% means no effect; nearly all actives have a fitted effect of over 35% in size
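ERSR induction read as luciferase luminescence (Bright-Glo, 10 min at room temperature) in stably transfected human U87-MG glioma cells exposed to compounds for 16 h, using GRP78 as sensor.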
LDHA block = LDHA (human) enzyme inhibition. P00338. purified LDHA, NADH/diaphorase-resazurin fluorescence; stronger effect = lower value. activity change, % (values are at about 110 or 230 µM). 480,000 tested, 0.15% active; in the data active = activity change below about -30%; inconclusive = mostly about -25% to -30%;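 also: plate controls were DMSO wells for no effect and wells without enzyme for full effect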
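Human LDH5 (2 nM) was incubated with 0.06 mM NADH and 0.2 mM pyruvate for 5 min at room temperature in Tris pH 7.4. Remaining NADH was coupled through diaphorase/resazurin, and resorufin fluorescence was read at 0 and 20 min.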
APEX1 inh = APE1 (human) endonuclease inhibition. P27695. recombinant APE1, TAMRA/BHQ-2 abasic DNA cleavage fluorescence. Potency, µM (highest dose often 65.8 µM), for the others: at the highest dose activity change, negative = inhibition, most hits filed as inhibitors. 350,000 tested, 0.35% active. AID 2517;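 also: potency is read from the fitted curve at half-maximal effect; plate controls were vehicle for no effect and reference inhibitor for full effect; nearly all actives have a fitted effect of over 55% in size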
Target sequence (P27695 whole entry, looked up): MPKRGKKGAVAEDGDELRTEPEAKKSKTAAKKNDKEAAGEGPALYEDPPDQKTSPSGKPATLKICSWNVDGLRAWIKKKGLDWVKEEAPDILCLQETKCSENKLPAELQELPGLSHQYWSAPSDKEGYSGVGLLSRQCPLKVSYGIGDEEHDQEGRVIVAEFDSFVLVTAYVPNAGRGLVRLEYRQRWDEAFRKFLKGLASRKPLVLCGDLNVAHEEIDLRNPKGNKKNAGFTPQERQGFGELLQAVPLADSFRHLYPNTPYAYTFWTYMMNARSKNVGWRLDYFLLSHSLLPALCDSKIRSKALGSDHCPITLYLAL
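Activity was derived from the fluorescence gain between first and third kinetic reads (60 s intervals, ex 525/em 598 nm) after 50 nM THF-abasic TAMRA/BHQ-2 duplex was added to 0.75 nM APE1 preincubated 15 min with compound.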
BLM inh = Bloom syndrome helicase (human) inhibition; P54132; recombinant BLM DNA unwinding, fluorescence dequenching; Potency, µM (highest dose often 56.1 µM), for the others: top-dose activity change, negative = inhibition, actives largely listed as inhibitors; 350,000 tested, 0.2% active; AID 2528;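 also: potency is read from the fitted curve at half-maximal effect; plate controls were vehicle for no effect and no enzyme for full effect; nearly all actives have a fitted effect of over 35% in size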
POLI inh = blocks human DNA polymerase iota activity; Potency, µM (doses to about 115 µM), without a hit: at the top dose activity, negative = inhibition, actives largely listed as inhibitors; 390,000 tested, 1% active; AID 588590; Q9UNA4; Pol iota fluorescent replication assay, 10 min; also: potency is read from the fitted curve at half-maximal effect
Target sequence (Q9UNA4 whole entry, looked up): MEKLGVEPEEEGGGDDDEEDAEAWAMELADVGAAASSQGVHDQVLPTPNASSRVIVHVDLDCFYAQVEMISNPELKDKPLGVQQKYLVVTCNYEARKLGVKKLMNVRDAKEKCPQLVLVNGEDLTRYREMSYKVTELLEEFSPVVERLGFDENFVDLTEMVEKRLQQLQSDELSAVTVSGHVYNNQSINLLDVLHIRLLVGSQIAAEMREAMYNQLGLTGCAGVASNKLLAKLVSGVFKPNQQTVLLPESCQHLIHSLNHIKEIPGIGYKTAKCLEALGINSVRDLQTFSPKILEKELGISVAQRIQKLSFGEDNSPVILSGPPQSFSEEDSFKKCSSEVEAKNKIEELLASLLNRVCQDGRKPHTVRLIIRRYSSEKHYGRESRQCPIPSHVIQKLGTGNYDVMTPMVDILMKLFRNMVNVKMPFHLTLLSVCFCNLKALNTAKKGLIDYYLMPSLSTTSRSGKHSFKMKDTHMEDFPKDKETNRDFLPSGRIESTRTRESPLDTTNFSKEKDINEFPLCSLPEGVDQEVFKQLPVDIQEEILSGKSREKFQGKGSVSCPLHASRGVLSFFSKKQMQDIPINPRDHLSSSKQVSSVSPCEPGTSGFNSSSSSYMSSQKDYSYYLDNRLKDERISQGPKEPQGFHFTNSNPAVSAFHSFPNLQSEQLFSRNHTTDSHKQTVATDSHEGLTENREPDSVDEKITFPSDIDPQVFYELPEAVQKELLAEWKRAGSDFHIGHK
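Fluorescent replication assay read twice, at 0 min and 10 min after adding 50 nM (final) substrate. Enzyme (10 nM) and compounds were first incubated 15 min at room temperature; enzyme-free buffer wells were negative controls.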
Pol kappa inh = inhibitors of human DNA polymerase kappa | purified Pol kappa, fluorescent DNA synthesis assay, 10 min | Potency, µM (top dose mostly 107 µM), for inactives: top-dose activity, negative = inhibition, actives largely listed as inhibitors | 400,000 tested, 0.53% active; also: potency is read from the fitted curve at half-maximal effect; % is scaled to controls: 0 for no effect and ±100 for the full control effect
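Activity was followed as the change in fluorescence between reads at 0 and 10 min after starting the reaction with 50 nM substrate. Beforehand, 10 nM polymerase had been preincubated with compound for 15 min at room temperature.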
Anesthetic bind = candidate novel general anesthetic via apoferritin binding | P02791 | apoferritin/1-aminoanthracene competitive binding, fluorescence | Potency, µM (titrated, usually from 77.5 µM), without a hit: top-dose activity change, negative = displacement, actives largely listed as inhibitors | 350,000 tested, 0.074% active; also: potency is read from the fitted curve at half-maximal effect; % is scaled to controls: 0 for no effect and ±100 for the full control effect; nearly all actives have a fitted effect of over 20% in size
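Horse-spleen apoferritin (10 uM) in 50% saturated 1-aminoanthracene in PBS was incubated 10 min at room temperature with compound. Fluorescence (ex 380, em 535 nm) was normalized to free and bound 1-AMA, with concentration-response fitted by a four-parameter Hill equation.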
POLB inh = inhibitors of human DNA polymerase beta | Pol beta primer extension/strand displacement, fluorescence kinetic | Potency, µM (series often up to 114 µM), without a hit: top-dose activity change, negative = inhibition, actives largely listed as inhibitors | 340,000 tested, 1.3% active | P06746; also: potency is read from the fitted curve at half-maximal effect; % is scaled to controls: 0 for no effect and ±100 for the full control effect
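Preincubation: enzyme (10 nM) with compound, 15 min, RT. Reaction: substrate added to 50 nM final. Reads: 0 and 10 min. Analysis: normalized, Hill fit.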
* = called active by the depositor; & = joins results of further samples; [ ] = dose if it differs, or a comment. Unless noted, calls follow the shape of the dose curve; as a rule, active = well fitted curve in the direction sought with a large enough effect; inconclusive = small, poorly fitted or top-dose-only effect, or another doubt; inactive = no such curve, though single readings can be large; an effect the other way counts as inactive or inconclusive. Not all compounds are listed; rates above refer to the full screens.

Screening Cn1c(=O)[nH]c(=O)c2c1nc1n2CCN1c1ccccc1 returned POLH inh -2%, GRP78 ERSR act -2%, LDHA block -4, BLM inh 0%, POLI inh 79µM*, Pol kappa inh inconclusive, Anesthetic bind 43%[activator] and POLB inh 7%.
Screening Cc1cc2ccccc2n1CCNC(=O)c1ccc(Br)cc1 returned POLH inh -15%, GRP78 ERSR act -2%, LDHA block 2, BLM inh -7%, POLI inh -2%, Pol kappa inh -6%, Anesthetic bind -14% and POLB inh inconclusive.
Screening C=CCc1cc(C)ccc1OCCCn1ccnc1 returned POLH inh -5%, GRP78 ERSR act -1%, LDHA block -24, APEX1 inh -13%, BLM inh 0%, POLI inh 29%, Pol kappa inh -9%, Anesthetic bind -20% and POLB inh -3%.
`Cc1nc(SCC(=O)N2CCN(c3ccccc3)CC2)c2oc3ccccc3c2n1` gave POLH inh inconclusive, GRP78 ERSR act -7%, LDHA block -6, APEX1 inh -3%, BLM inh -3%, POLI inh -6%, Pol kappa inh -5%, Anesthetic bind -14% and POLB inh 24%.
Cc1ccc(S(=O)(=O)CC(=O)N2CCN(c3ccccc3F)CC2)cc1 was read as POLH inh -10%, GRP78 ERSR act -2%, LDHA block 0, APEX1 inh 2%, BLM inh -1%, POLI inh 9%, Pol kappa inh -13%, Anesthetic bind -1% and POLB inh 12%.
For O=c1[nH]c2ccc(S(=O)(=O)NCc3ccccc3)cc2[nH]1 the results were POLH inh -14%, GRP78 ERSR act -4%, LDHA block -4, APEX1 inh 3%, BLM inh 1%, POLI inh 62%[activator], Pol kappa inh -20%, Anesthetic bind -6% and POLB inh -25%.
Screening O=C(Nc1ccc(F)cc1F)N1CCCN(CCOc2ccccc2)CC1 returned POLH inh -6%, GRP78 ERSR act -4%, LDHA block -6, APEX1 inh 0%, BLM inh 0%, POLI inh 3%, Pol kappa inh 1%, Anesthetic bind -5% and POLB inh 17%.
`O=C(COc1ccc2ccc(=O)oc2c1)Nc1ccc(CN2CCOCC2)cc1` gave POLH inh -18%, GRP78 ERSR act -3%, LDHA block -4, APEX1 inh 10%, BLM inh -12%, POLI inh 43%[activator], Pol kappa inh 5%, Anesthetic bind -31% and POLB inh 10%.
`O=C(Nc1ccc2nc(SCc3ccc(Cl)cc3)sc2c1)c1ccccc1C(=O)N1CCOCC1` gave POLH inh -12%, GRP78 ERSR act -6%, LDHA block -1, APEX1 inh -1%, BLM inh -7%, POLI inh 14%, Pol kappa inh -2%, Anesthetic bind -18% and POLB inh 16%.
For O=C(c1ccco1)N1CCN(/C(=N/S(=O)(=O)c2cccs2)c2ccccc2Cl)CC1 the results were POLH inh -12%, GRP78 ERSR act 5%, LDHA block -3, APEX1 inh -4%, BLM inh 0%, POLI inh 27%, Pol kappa inh -7%, Anesthetic bind -9% and POLB inh inconclusive.
O=C(Nc1cccc(-c2nc3ccccc3o2)c1)C(F)(F)F was read as POLH inh -16%, GRP78 ERSR act -10%, LDHA block 0&-1, BLM inh -1%, POLI inh -13%, Pol kappa inh -4%, Anesthetic bind -6% and POLB inh -10%.
Screening COc1cccc(N2CC(C(=O)Nc3nnc(SCc4cccnc4)s3)CC2=O)c1 (stereo unspecified) returned POLH inh inconclusive, GRP78 ERSR act -2%, LDHA block -10, APEX1 inh 0%, BLM inh 1%, POLI inh inconclusive, Pol kappa inh -8%, Anesthetic bind -7% and POLB inh 25µM*.
For Cc1ccc(Nc2nc3ccccc3s2)c(C)c1 the results were POLH inh -13%, GRP78 ERSR act -4%, LDHA block 2, APEX1 inh inconclusive, BLM inh -7%, POLI inh 11%, Pol kappa inh -13%, Anesthetic bind inconclusive and POLB inh 5%.
`CCC(=O)Nc1c(C(=O)Nc2cccc(OC)c2)oc2ccccc12` gave POLH inh -1%, GRP78 ERSR act 5%, LDHA block 0, APEX1 inh -2%, BLM inh -4%, POLI inh -1%, Pol kappa inh -12%, Anesthetic bind -15% and POLB inh 21%.
COC(=O)c1cc(=O)cc(C(=O)OC)o1 was read as POLH inh -3%, GRP78 ERSR act -1%, LDHA block -2, APEX1 inh -5%, BLM inh 2%, POLI inh 3%, Pol kappa inh -9%, Anesthetic bind -10% and POLB inh 30%.
For CCOC(=O)c1c(C)oc2nc(C)nc(NCC3CCN(Cc4ccccc4C)CC3)c12 the results were POLH inh -16%, GRP78 ERSR act -2%, LDHA block 0, BLM inh -9%, POLI inh 8%, Pol kappa inh 5%, Anesthetic bind -8% and POLB inh 12%.
Screening Cc1cc(C)nc(Nc2ncc(O)n2-c2ccc(Br)cc2)n1 returned POLH inh -10%, GRP78 ERSR act -3%, LDHA block 6&-6, APEX1 inh -6%, BLM inh -2%, POLI inh 41%[activator], Pol kappa inh -6%, Anesthetic bind -12% and POLB inh inconclusive.
Screening CCC(=O)Nc1ccc(C(=O)Nc2cccnc2)cc1 returned POLH inh -4%, GRP78 ERSR act 1%, LDHA block -5, APEX1 inh 3%, BLM inh -7%, POLI inh 10%, Pol kappa inh 1%, Anesthetic bind -4% and POLB inh -6%.
`CC(C)(C)OC(=O)C[C@H]1C/C=C\C[C@H](CC(=O)N[C@H](CO)Cc2ccccc2)C(=O)N[C@H](Cc2ccccc2)COC1=O` gave POLH inh -5%, GRP78 ERSR act -3%, LDHA block -6, APEX1 inh -2%, POLI inh -10% and Pol kappa inh -19%.
Screening N#CCc1ccc(OC(=O)c2cnccc2C(F)(F)F)cc1 returned POLH inh -27%, GRP78 ERSR act -5%, LDHA block -7, APEX1 inh -3%, BLM inh -4%, POLI inh 51%[activator], Pol kappa inh 3%, Anesthetic bind -17% and POLB inh 9%.
`Cc1nnc(NC(=O)c2ccccc2NC(=O)c2ccccc2)s1` gave POLH inh -17%, GRP78 ERSR act -1%, LDHA block -6, APEX1 inh -3%, BLM inh 1%, POLI inh 5%, Pol kappa inh -3%, Anesthetic bind -2% and POLB inh 2%.
`CCOC(=O)c1ccc(NC(=O)c2c(NCc3ccc(OC)c(OC)c3OC)sc3c2CCC(C)C3)cc1` (stereo unspecified) gave POLH inh -15%, GRP78 ERSR act -4%, LDHA block 4, BLM inh -7%, POLI inh 26%, Pol kappa inh -18%[60.1 µM], Anesthetic bind -17% and POLB inh 7%.
CCN(C(=O)COC(=O)c1cc(-c2cccc3ccccc23)nc2ccccc12)C1CCS(=O)(=O)C1 (stereo unspecified) was read as POLH inh -12%, GRP78 ERSR act 0%, LDHA block -7, APEX1 inh inconclusive, BLM inh -2%, POLI inh -3%, Pol kappa inh -10%, Anesthetic bind -14% and POLB inh -14%.
CCOc1ccc(C2CC(c3ccccc3C)n3ncnc3N2)cc1 (stereo unspecified) was read as POLH inh -22%, GRP78 ERSR act -1%, LDHA block -4, APEX1 inh -4%, BLM inh -6%, POLI inh 13%, Pol kappa inh 9%, Anesthetic bind -1% and POLB inh 19%.
CCOc1c2ccccc2nn1CCOC was read as POLH inh -15%, GRP78 ERSR act -3%, LDHA block -4, APEX1 inh -4%, POLI inh -9% and Pol kappa inh -5%.
`S=c1[nH]nc(-c2ccc(Cl)cc2)n1/N=C/c1cccs1` gave POLH inh -13%, GRP78 ERSR act 0%, LDHA block 0, APEX1 inh 14%, BLM inh -7%, POLI inh 40%[activator], Pol kappa inh -13%, Anesthetic bind -4% and POLB inh 11%.
For COc1ccccc1C(=O)Nc1nc2nc(-c3ccccc3)cc(=O)n2[nH]1 the results were POLH inh 12%&-7%, GRP78 ERSR act 1%&-3%, LDHA block 3&6, APEX1 inh 2%, BLM inh -1%&2%, POLI inh -3%&-15%, Pol kappa inh 5%&-4%, Anesthetic bind -9%&-11% and POLB inh 35%&3%.
Screening Cc1nccn1C[C@@H]1CCc2c(c3ccccc3n2C)C1=O returned POLH inh 2%, GRP78 ERSR act -4%&0%, LDHA block -4, APEX1 inh 20%, BLM inh 0%, POLI inh 69%[activator], Pol kappa inh 6%, Anesthetic bind -9% and POLB inh 27%.
N/C(=N\OC(=O)c1cccc([N+](=O)[O-])c1)c1ccccn1 was read as POLH inh -11%, GRP78 ERSR act -10%, LDHA block -4, APEX1 inh -1%, BLM inh 6%, POLI inh 12%, Pol kappa inh 4%, Anesthetic bind 0% and POLB inh -9%.
O=C(Cc1cccs1)NC1CCCC1 was read as POLH inh -23%, GRP78 ERSR act -4%, LDHA block 0, APEX1 inh 17%, BLM inh -3%, POLI inh 112%[activator], Pol kappa inh 0%, Anesthetic bind -8% and POLB inh 31%.
CCn1c(SCC(=O)N2CCCc3ccccc32)nc2c1c(=O)n(C)c(=O)n2C was read as POLH inh -7%, GRP78 ERSR act -3%, LDHA block -4, APEX1 inh -5%, BLM inh 0%, POLI inh -2%, Pol kappa inh -5%, Anesthetic bind -12% and POLB inh 10%.
For CS(=O)(=O)c1ccc(NC(=O)CCN2C(=O)NC3(CCCC3)C2=O)cc1 the results were POLH inh -14%, GRP78 ERSR act 1%, LDHA block -5, APEX1 inh 9%, POLI inh 18% and Pol kappa inh 0%.
Screening Cc1ccc2nc(-c3cccnc3)c(Nc3ccccc3C)n2c1 returned POLH inh -10%&-6%, GRP78 ERSR act -4%&-4%, LDHA block -7&-5, APEX1 inh -1%, BLM inh -1%&0%, POLI inh 4%&11%, Pol kappa inh -4%&0%, Anesthetic bind -4%&1% and POLB inh 7%&6%.

In the list so far, 2 contain bromine:
Screening Cc1cc2ccccc2n1CCNC(=O)c1ccc(Br)cc1 returned POLH inh -15%, GRP78 ERSR act -2%, LDHA block 2, BLM inh -7%, POLI inh -2%, Pol kappa inh -6%, Anesthetic bind -14% and POLB inh inconclusive.
Screening Cc1cc(C)nc(Nc2ncc(O)n2-c2ccc(Br)cc2)n1 returned POLH inh -10%, GRP78 ERSR act -3%, LDHA block 6&-6, APEX1 inh -6%, BLM inh -2%, POLI inh 41%[activator], Pol kappa inh -6%, Anesthetic bind -12% and POLB inh inconclusive.
